Screens: PubChem BioAssay, National Center for Advancing Translational Sciences (NCATS)
Integrin act MD: qHTS for Activators of Integrin-Mediated Alleviation for Muscular Dystrophy; alpha7betagal myoblasts, beta-gal FDG fluorescence, 48 h; Potency, µM (titrated, usually from 38.3 µM), inactives show top-dose activation, actives largely listed as activators; 350,000 tested, 0.064% active;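 further: potency means the concentration at half of the fitted maximal effect; 100% = response of the positive control SU9516; nearly all actives have a fitted effect of over 60% in size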
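Alpha7betagal+/- myoblasts (passage 13) were plated 16-24 hr, then exposed to compounds (1:260 dilution of DMSO stock) for 48 hours at 37C. After MPER lysis, β-galactosidase reporter activity was read as FDG fluorescence (ex 480/em 540) after 30 minutes.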
TCR act: Activators of T cell receptors: qHTS campaign; AID 504894, 2011; 330,000 tested, under 10 active; Potency, µM (series often up to 9.22 µM), without a hit: at the highest dose activation of IL-2 secretion, usual class: activators; primary human leukocytes, anti-CD3, IL-2 HTRF, 48 h; further: % of control where 0% means no effect
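48 hr co-incubation of compounds, a-CD3 beads and primary human leukocytes; IL-2 quantified homogeneously by HTRF with anti-IL-2 K and d2 conjugates.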
ELG1 DNA repair: qHTS screen for small molecules that inhibit ELG1-dependent DNA repair in human embryonic kidney (HEK293T) cells expressing luciferase-tagged ELG1; 330,000 tested, 2.3% active; Potency, µM (titrated, usually from 46.1 µM), inactives show at the top dose activity change, negative = inhibition, actives largely listed as inhibitors; HEK293T ELG1-luciferase reporter, luminescence, 16 h; DNA damage induced by 5-fluorouridine; AID 504467, 2011; further: potency means the concentration at half of the fitted maximal effect; on the % scale 0 is the no-effect control and ±100 the full control effect; nearly all actives have a fitted effect of over 55% in size
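Step one: seed 2,000 cells per well. Step two: pin-transfer compound or DMSO alongside 5-fluorouridine. Step three: incubate 16 hr, 37 °C, 5% CO2. Step four: add ONE-Glo, wait 30 min, read luminescence.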
PTAP TSG101 blk: qHTS Assay for Iinhibitors of HIV-1 Budding by Blocking the Interaction of PTAP/TSG101; Tumor susceptibility gene 101 protein (Homo sapiens), Q99816; Fluorescence polarization, FITC-PTAP peptide / Tsg101 binding; Potency, µM (top dose mostly 115 µM), for the others: at the top dose activity change, negative = inhibition, usual class: inhibitors; 340,000 tested, under 10 active; active means well fitted inhibition curve with a large enough effect in the main read-out, with a control signal flat, not every such curve was filed as active; inconclusive means small, poorly fitted or top-dose-only effect, or effect the other way, or a change in a side signal; inactive means no such curve, though single readings can be large or run the other way; further: potency means the concentration at half of the fitted maximal effect; % of control where 0% means no effect
Target sequence (Q99816 whole entry, looked up): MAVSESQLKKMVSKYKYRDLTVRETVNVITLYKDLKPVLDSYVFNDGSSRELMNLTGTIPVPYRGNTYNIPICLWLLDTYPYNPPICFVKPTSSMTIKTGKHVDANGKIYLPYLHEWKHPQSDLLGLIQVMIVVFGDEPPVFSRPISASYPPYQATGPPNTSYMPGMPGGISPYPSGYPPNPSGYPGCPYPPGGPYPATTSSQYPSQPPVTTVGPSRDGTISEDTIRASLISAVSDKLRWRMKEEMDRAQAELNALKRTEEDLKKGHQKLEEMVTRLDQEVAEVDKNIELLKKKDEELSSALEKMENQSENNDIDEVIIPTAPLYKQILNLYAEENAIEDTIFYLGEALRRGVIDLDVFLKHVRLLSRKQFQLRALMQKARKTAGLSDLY
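Tsg101 binding domain (10 uM final) was mixed with compound and a FITC-labeled PTAP peptide (50 nM final) in HEPES pH 7.5 buffer with NaCl, Tween 20, EDTA and TCEP; fluorescence polarization was read after 20 min at r.t.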
TRPV1 ag: HTS Assay for Compounds that Act as Agonists of the Vanilloid Receptor 1 | Transient receptor potential cation channel subfamily V member 1 (Homo sapiens), Q8NER1 | TRPV1-expressing cells, Fluo-8 calcium influx, agonist mode | activation, % at 8.33 µM | 320,000 tested, 0.19% active | AID 540275, 2011; in the data active means activation above about 80%; inconclusive means between about 30% and that limit; further: 0% is about no effect
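Fluo-8 calcium influx in TRPV1-expressing cells, kinetic read (ex 480/em 520 nm). Compound added and read 3 min for agonist activity, followed by capsaicin at EC20 final and 2 min further read for enhancement.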
BRCA1 expr up: qHTS Assay to Identify Small Molecule Activators of BRCA1 Expression | MCF7-BRCA1-FFLuc reporter, luminescence, 48 h; response scale: scaled: vehicle 0%, 10 µM genistein 100% | Potency, µM (series often up to 46.1 µM), without a hit: at the top dose activation, actives largely listed as activators | 380,000 tested, 1.1% active; further: potency means the concentration at half of the fitted maximal effect; nearly all actives have a fitted effect of over 80% in size; some results filed as inactive show a strong effect at the top dose
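Quantitative HTS in MCF7 cells stably reporting BRCA1 expression via firefly luciferase. Compound treatment lasts 48 h at 37 °C in phenol-red free MEM. Activation is expressed relative to genistein at 10 microM and DMSO.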
MLL CXXC-DNA inh: qHTS Fluorescence Polarization Assay for Inhibitors of MLL CXXC domain - DNA interaction; Histone-lysine N-methyltransferase 2A (Homo sapiens), Q03164; MLL-CXXC / FITC-HOXA9 DNA fluorescence polarization; Potency, µM (highest dose often 115 µM), for the others: at the top dose activity change, negative = inhibition, usual class: inhibitors; 290,000 tested, 0.037% active; AID 2662, 2010; active means well fitted inhibition curve with a large enough effect in the polarisation, with a control signal flat, not every such curve was filed as active; inconclusive means small, poorly fitted or top-dose-only effect, or effect the other way, or a change in a side signal; inactive means no such curve, though single readings can be large or run the other way; the % refers to the polarisation; further: potency means the concentration at half of the fitted maximal effect
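Steps: dispense CXXC domain solution (7 uM) → pin compounds or unlabeled HOX-A9 DNA control → 5 min ambient → add FLSN-HOX-A9 solution (50 nM) → spin → 30 min ambient → fluorescence polarization. Tris pH 7.5/NaCl/DTT/BSA buffer.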
B2AR arrestin: qHTS assay of beta-arrestin-biased ligands of beta2-adrenergic receptor. Beta-2 adrenergic receptor (Homo sapiens), P07550. beta-arrestin recruitment to beta2AR, cell-based reporter. Potency, µM (series often up to 46.1 µM), without a hit: top-dose activation, most hits filed as activators. 330,000 tested, 0.02% active;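 further: potency means the concentration at half of the fitted maximal effect; 0% = DMSO controls and full agonism = EC100 isoproterenol or metaproterenol; nearly all actives have a fitted effect of over 65% in size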
Target sequence (P07550 whole entry, looked up): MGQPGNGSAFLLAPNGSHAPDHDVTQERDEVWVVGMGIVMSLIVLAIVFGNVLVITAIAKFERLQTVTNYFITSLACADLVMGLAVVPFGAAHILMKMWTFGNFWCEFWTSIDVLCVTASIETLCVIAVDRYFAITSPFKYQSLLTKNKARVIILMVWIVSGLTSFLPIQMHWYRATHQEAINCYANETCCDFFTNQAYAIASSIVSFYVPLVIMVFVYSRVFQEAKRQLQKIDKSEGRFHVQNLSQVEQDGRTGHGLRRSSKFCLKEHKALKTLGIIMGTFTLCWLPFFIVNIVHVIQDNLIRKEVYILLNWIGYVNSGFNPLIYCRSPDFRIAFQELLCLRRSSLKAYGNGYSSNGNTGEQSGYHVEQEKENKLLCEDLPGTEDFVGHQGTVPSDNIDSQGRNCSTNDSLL
A-T KAP1 phos: qHTS Assay for Identifying a Potential Treatment of Ataxia-Telangiectasia; Potency, µM (highest dose often 57.5 µM), for inactives: at the highest dose activation, hits mostly activators; […] A-T fibroblasts, KAP-1 phosphorylation AlphaLISA; neocarzinostatin DNA damage 30 min before lysis; 320,000 tested, 0.19% active; further: potency means the concentration at half of the fitted maximal effect; % of control where 0% means no effect; nearly all actives have a fitted effect of over 45% in size
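ATM-like activity read as KAP-1 phosphorylation via AlphaLISA donor/acceptor antibody pairs after lysis and 6 hr at 25C. Cells were ATM-null patient fibroblasts ([…], hTERT), dosed 60 min, then exposed to the DSB inducer NCS for 30 min.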
p53 reactivation: qHTS assay for re-activators of p53 using a Luc reporter; H1299 p53-A138V BP100-luciferase reporter, luminescence, 24 h; Potency, µM (titrated, usually from 92.2 µM), inactives show at the highest dose activity change, positive = activation, usual class: activators; 320,000 tested, 0.063% active; further: potency means the concentration at half of the fitted maximal effect; % of control where 0% means no effect; nearly all actives have a fitted effect of over 45% in size
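H1299 (p53-null), stable ts p53-A138V + BP100-Luc; 1000 cells/well, Opti-MEM/10% FBS; cpd 4 pt, 1:5; 24 h, 37 deg C, 5% CO2; detection reagent 10 min RT; luminescence.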
Numbers without * were called inactive; ? = inconclusive; · = not tested or not shown; [ ] = remark or other dose. Unless noted, the call rests on the fitted dose curve; in most records, active means well fitted curve in the direction sought with a large enough effect; inconclusive means small, poorly fitted or top-dose-only effect, or another doubt; inactive means no such curve, though single readings can be large; an effect the other way counts as inactive or inconclusive.

cpd	SMILES	ELG1 DNA repair	TRPV1 ag	B2AR arrestin	p53 reactivation	A-T KAP1 phos	BRCA1 expr up	MLL CXXC-DNA inh	Integrin act MD	TCR act	PTAP TSG101 blk
1	CCc1ccc(-c2cc(C)no2)cc1S(=O)(=O)Nc1cc(C)ccn1	15%	0	-0.1%	-4%	-1%	1%	22%	?	-1%	0%
2	O=C(NC1CCCc2ccccc21)C12CC3CC(CC(O)(C3)C1)C2 (stereo unspecified)	0%	7	-0.5%	-1%	-1%	-5%	13%	-4%	6%	-1%
3	Cc1ccc2nc(-c3ccc(NC(=O)c4ccco4)cc3)[nH]c2c1	?	-3	-0.3%	?	-4%	2%	186%[activator]	-25%[7.66 µM]	·	-8%
4	CC(C)NC(=O)c1ccccc1NC(=O)C1CC(=O)N(C(C)C)C1 (stereo unspecified)	11%	-6	0.0%	-3%	-1%	12%	-4%	-17%	10%	-5%
5	N=c1n(CCN2CCOCC2)c2ccccc2n1CC(=O)c1cccc([N+](=O)[O-])c1	?	6	-0.1%	-6%	4%	-65%	-6%	11%	·	-1%
6	Cc1ccnc(NC(=O)CCc2c(C)nc3ncnn3c2C)c1	2%	0	-0.7%	-6%	-7%	0%	0%	13%	1%	-7%
7	O=C(Nc1ccc(-c2nc3ccccc3s2)cc1)c1cc(-n2cnnc2)ccc1Cl	?	5	-0.1%	-2%	-4%	-56%	-3%	-19%	6%	-4%
8	CCN(CC)c1ccc(NC(=O)c2cnccn2)cc1S(=O)(=O)Nc1ccc(OC)cc1	-24%	85*	-2.0%	2%	3%	-62%	0%	-1%	1%[46.1 µM]	-3%
9	COc1ccccc1C1C2=C(N=C3SCC(=O)N31)c1ccccc1CC2 (stereo unspecified)	-18%	9	0.1%	?	-13%	0%	-1%	6%	2%	-6%
10	COc1ccccc1C(=O)C1CCCN(C(=O)Nc2ccccc2F)C1 (stereo unspecified)	22%	20	6.4%	7%	-2%	?	-6%	12%	4%	-4%
11	Fc1ccc(Nc2nc(N3CCOCC3)nc(N3CCOCC3)n2)cc1	?	-2	0.0%	-1%	5%	0%	7%	?	-2%	0%
12	Cc1nc2sc(C(c3ccco3)N3CCOCC3)c(O)n2n1 (stereo unspecified)	?	1	-0.1%	5%	0%	-2%	4%	-16%	12%[46.1 µM]	-2%
13	CC(C)CCNC(=O)C12CN(Cc3ccccc3)CC1C(c1cccc([N+](=O)[O-])c1)=NO2 (stereo unspecified)	?	0	0.0%	8%	4%	-17%	-5%	-14%	8%	1%
14	O=C(Nc1cccnc1Cl)c1cc(-c2ccco2)on1	?	4	-0.2%	23%	5%	0%	4%	8%	-16%	-5%
15	COc1ccc(-c2ccccc2)cc1NCc1ccccc1C	?	-3	-1.3%	?	-6%	18%	3%	0%	10%[46.1 µM]	2%
16	CN(C)c1ccc(-c2nnc(-c3ccc(S(=O)(=O)C(F)F)cc3)o2)cc1	-13%	-4	-0.1%	8%	0%	0%	-7%	-9%	-19%	-3%
17	CCOC(=O)C1=C(C)NC(C)=C(C(=O)OCC)C1c1ccc(Br)o1	?	10	0.5%	-7%	3%	-30%	-4%	?	5%[46.1 µM]	-1%
18	O=C(c1ccccc1)N1CCN=C1c1ccccc1	5%	-2	-0.8%	-7%	5%	-8%	7%	-1%	-44%[inhibitor][46.1 µM]	1%
19	O=C(CSc1ccc(Cl)cc1)Nc1ccc(NC(=O)c2ccco2)cc1	?	-5	-0.8%	2%	·	89%	28%	0%	-4%	-5%
20	CC(C)(C)NC(=O)c1cnn2c1NC(c1ccc(F)cc1)CC2C(F)(F)F (stereo unspecified)	18%	-1	-0.6%	3%	-3%	-4%	-2%	2%	5%	-7%
21	CCN(CC(=O)Nc1c(F)cccc1F)C(=O)c1cc(-c2cccs2)nn1-c1ccccc1	?	3	0.3%	0%	11%	-24%	·	8%	5%	-2%
22	CCCCCCNCc1c(F)cccc1Cl	-3%	-3	-0.4%	-9%	-7%	0%	-2%	15%	-2%[46.1 µM]	-1%
23	CC(C)(C)c1ccc(NC(=S)NCCc2ccccn2)cc1	?	-5	6.5%	6%	4%	-5%	4%	-10%	5%	-5%
24	COc1ccc(C(=O)NC2CC2)cc1OC1CCN(Cc2ccccc2O)CC1	-7%	2	-0.9%	11%	13%	-15%	2%	5%	-6%	·

Among those listed so far, these contain an aryl methoxy group:
cpd	SMILES	ELG1 DNA repair	TRPV1 ag	B2AR arrestin	p53 reactivation	A-T KAP1 phos	BRCA1 expr up	MLL CXXC-DNA inh	Integrin act MD	TCR act	PTAP TSG101 blk
8	CCN(CC)c1ccc(NC(=O)c2cnccn2)cc1S(=O)(=O)Nc1ccc(OC)cc1	-24%	85*	-2.0%	2%	3%	-62%	0%	-1%	1%[46.1 µM]	-3%
9	COc1ccccc1C1C2=C(N=C3SCC(=O)N31)c1ccccc1CC2 (stereo unspecified)	-18%	9	0.1%	?	-13%	0%	-1%	6%	2%	-6%
10	COc1ccccc1C(=O)C1CCCN(C(=O)Nc2ccccc2F)C1 (stereo unspecified)	22%	20	6.4%	7%	-2%	?	-6%	12%	4%	-4%
15	COc1ccc(-c2ccccc2)cc1NCc1ccccc1C	?	-3	-1.3%	?	-6%	18%	3%	0%	10%[46.1 µM]	2%
24	COc1ccc(C(=O)NC2CC2)cc1OC1CCN(Cc2ccccc2O)CC1	-7%	2	-0.9%	11%	13%	-15%	2%	5%	-6%	·

(listing goes on)
cpd	SMILES	ELG1 DNA repair	TRPV1 ag	B2AR arrestin	p53 reactivation	A-T KAP1 phos	BRCA1 expr up	MLL CXXC-DNA inh	Integrin act MD	TCR act	PTAP TSG101 blk
25	Cc1scc(-c2n[nH]c(=S)n2C(C)c2ccccc2)c1C (stereo unspecified)	-1%	-2	-0.6%	-1%	-5%	-43%	0%	-13%	-2%[46.1 µM]	-4%
26	O=C(OCC(=O)N1CCc2ccccc21)c1c2c(nc3ccccc13)CCCCC2	23µM*	?	0.1%	10%	-6%	-20%	5%	13%	3%[46.1 µM]	-2%
27	C=CCOc1cccc(C2c3c(oc4ccccc4c3=O)C(=O)N2c2ccccn2)c1 (stereo unspecified)	6%	5	-0.9%	0%	20%	-6%	1%	27%	4%	-5%
28	NCCN=C1NS(=O)(=O)c2ccccc21	4%	2	0.1%	-10%	·	17%	-4%	5%	-2%[46.1 µM]	-1%
29	Cc1cc(F)ccc1S(=O)(=O)Nc1ccccc1C(=O)N1CCCC1	23%	1	-0.2%	-3%	3%	-9%	·	13%	0%	-2%
30	CN(Cc1ccccc1)C(=O)N1CCOCC1	-1%	·	0.2%	-1%	5%	1%	-3%	-9%	0%	-2%
31	CC1CCCN(C(=O)C(C)Sc2nc(-c3ccccc3)cc(C(F)(F)F)n2)C1 (stereo unspecified)	?	27	0.0%	8%	7%	-34%	0%	-46%[inhibitor]	·	-7%
32	CN(C)c1ccc(CNCCC2CCOC(C)(C)C2)cc1 (stereo unspecified)	-2%	-7	-0.6%	-1%	·	·	24%	·	·	·
33	Cc1ccnc(NS(=O)(=O)c2ccc(NC(=O)CCOc3ccccc3)cc2)n1	1%	-3	0.2%	-4%	-2%	-20%	3%	-11%	-6%	·
34	O=C1c2ccccc2C(=O)N1CC(O)COc1ccc(Cl)cc1 (stereo unspecified)	10%	0	-1.5%	3%	7%	9%	12%	?	9%	1%
35	C=C(C)c1cccc(C(C)(C)NC(=O)N(Cc2ccccc2)Cc2ccco2)c1	3%	1	-0.2%	0%	1%	-39%	-6%	-29%	-5%	-3%
36	COc1ccccc1-c1noc(CCC(=O)NC2CCCC2)n1	3%	-1	0.0%	-2%	-14%	-2%	13%	-35%	7%	-1%
37	CCOC(=O)C(Cc1ccc(O)cc1)NC(=O)CNC(=O)C(CC(C)C)NC(=O)OC(C)(C)C (stereo unspecified)	8%	8	-0.8%	1%	-3%	-12%	-1%	1%	-1%[46.1 µM]	0%
38	CSc1oc(-c2ccco2)nc1S(=O)(=O)c1ccc(F)cc1	5%	2	-0.2%	1%	-1%	4%	-5%	-6%	-5%[46.1 µM]	-8%
